Screening results as filed in PubChem BioAssay.
TLR4 MyD88 comp: TLR4-MyD88 interaction inhibition in cells. AID 861. actives 0.18% (n = 200,000). inhibition, % at 8.4 µM. HeLa CL3-4 TLR4/MyD88 BLA complementation, FRET ratio. O00206+Q99836; in the data active = inhibition above about 25%;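 note: 0% = vehicle and 100% = reference inhibitor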
Target sequence (O00206 whole entry, looked up): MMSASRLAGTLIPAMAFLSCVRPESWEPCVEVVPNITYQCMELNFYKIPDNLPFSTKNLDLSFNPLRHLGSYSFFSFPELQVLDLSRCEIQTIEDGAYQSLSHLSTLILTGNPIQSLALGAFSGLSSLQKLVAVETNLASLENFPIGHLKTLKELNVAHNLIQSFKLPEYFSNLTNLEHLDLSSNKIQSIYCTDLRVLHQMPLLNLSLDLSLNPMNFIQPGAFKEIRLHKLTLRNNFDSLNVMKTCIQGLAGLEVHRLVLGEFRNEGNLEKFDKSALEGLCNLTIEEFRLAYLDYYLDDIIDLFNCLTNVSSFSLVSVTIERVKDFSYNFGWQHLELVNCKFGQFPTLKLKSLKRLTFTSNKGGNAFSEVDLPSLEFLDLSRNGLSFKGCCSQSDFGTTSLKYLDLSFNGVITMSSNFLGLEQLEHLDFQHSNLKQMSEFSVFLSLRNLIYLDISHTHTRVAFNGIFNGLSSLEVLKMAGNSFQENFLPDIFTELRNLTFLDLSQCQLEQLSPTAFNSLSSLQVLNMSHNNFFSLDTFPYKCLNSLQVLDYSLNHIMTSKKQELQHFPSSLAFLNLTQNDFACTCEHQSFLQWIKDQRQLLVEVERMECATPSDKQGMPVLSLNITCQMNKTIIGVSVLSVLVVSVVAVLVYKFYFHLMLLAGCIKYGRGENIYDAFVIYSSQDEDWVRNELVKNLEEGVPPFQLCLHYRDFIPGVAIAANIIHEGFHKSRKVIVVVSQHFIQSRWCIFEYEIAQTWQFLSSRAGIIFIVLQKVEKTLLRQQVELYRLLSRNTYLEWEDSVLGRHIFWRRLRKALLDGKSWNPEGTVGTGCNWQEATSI
Target sequence (Q99836 whole entry, looked up): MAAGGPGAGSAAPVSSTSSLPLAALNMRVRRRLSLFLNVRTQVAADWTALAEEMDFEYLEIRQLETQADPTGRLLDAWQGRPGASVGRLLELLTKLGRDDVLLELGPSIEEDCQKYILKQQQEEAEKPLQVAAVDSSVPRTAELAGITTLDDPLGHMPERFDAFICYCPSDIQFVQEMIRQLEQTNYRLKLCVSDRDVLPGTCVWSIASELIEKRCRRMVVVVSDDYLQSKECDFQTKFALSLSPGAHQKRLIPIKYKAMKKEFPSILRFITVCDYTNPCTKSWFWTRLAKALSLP
G6PDH CS: inhibits Leuconostoc G6PDH, flagging false hits in G6PDH-based assays; Purified L. mesenteroides G6PDH, diaphorase/resazurin coupled fluorescence, 45 min; inhibition, % at 5 µM; actives 0.12% (n = 200,000); in the data active = inhibition above about 50%
STAT1 activator: increases IFN-gamma driven STAT1 reporter signal; NIH 3T3 STAT1-luciferase reporter, luminescence; 100% = IFN-gamma alone, no compound; activation (% of control), % at 5.5 µM; actives 2.6% (n = 200,000); AID 932;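 active = activation above the screen-wide mean activation plus 3 SD, cut at about 130% in these data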;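 note: raw ratio to IFN-gamma control signal so 100% means no change and 0% no light; values of inactives mirror those of a sister screen read the other way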
STAT3 blocker: inhibitors of IL-6 induced STAT3 signaling. actives 0.89% (n = 190,000). U3A cells, IL-6 STAT3-luciferase reporter, luminescence; host cell line lacks STAT1. inhibition, % at 5.5 µM;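 active = inhibition above the mean inhibition across all screened compounds plus 3 SD, cut at about 44% in these data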;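 note: 0% = DMSO only wells and 100% = 100 µM nifuroxazide control wells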
Hsp70 act: Hsp70 transcriptional activation, primary screen | HeLa Hsp70 promoter luciferase reporter, luminescence; scaled: vehicle 0, proteasome-inhibitor control 100% | AID 1203 | actives 0.04% (n = 200,000) | activation, % at 10 µM;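 active = activation above the mean across all tested compounds plus 3 SD, cutoff set per campaign, cut at about 5.5% in these data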;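 note: 100% = MG132 at 30 µM as the positive control and 0% = DMSO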
Diaph inh CS: counter-screen for diaphorase-based assays: diaphorase inhibitors and chemical oxidizers; diaphorase resazurin-to-resorufin fluorescence, NADH, 16 min; bacterial (C. kluyveri) enzyme, not human; inhibition, % at 20 µM; actives 0.69% (n = 190,000); AID 1217;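 active = primary screen inhibition at 20 µM above a set limit, cut at about 50% in these data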;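 note: plate controls were DMSO with full reaction for no effect and wells lacking NADH for full effect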
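Detection: fluorescence of resorufin formed from resazurin, Ex 544/Em 590 nm; test system: Clostridium kluyveri diaphorase enzyme; amount: 0.14 U/mL diaphorase, enzyme working solution; times: 16-min room-temperature incubation before reading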
Diaphorase act: diaphorase activation or chemical reduction counter-screen; Diaphorase/resazurin coupled assay, resorufin fluorescence, 16 min; hits give high values; 1 = vehicle wells, 0 = NADH-free wells; activation factor at 20 µM; actives 0.005% (n = 190,000);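 active = diaphorase activity raised at least twofold by the compound at 20 µM; inactive = activation factor below 2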
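Material: bacterial diaphorase enzyme (C. kluyveri); amount: enzyme 0.07 U/mL final; reagent: NADH substrate 0.114 mM plus resazurin dye 0.1 mM, final; doses: single compound dose of 20 µM, 1% DMSO final; timing: 16 min enzyme reaction, ambient temperature; measured by: fluorescence of resorufin, 544 nm excitation, 590 nm emission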
APP 5UTR inh: APP translation inhibition | SH-SY5Y APP 5'UTR-luciferase reporter, luminescence | inhibition, % at 2 µM | actives 0.82% (n = 190,000);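 active = inhibition above a set limit, derived from the sample mean plus 3 SD, cut at about 45% in these data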; note: values of inactives mirror those of a sister screen read the other way
STAT1 blocker: reduces IFN-gamma driven STAT1 reporter signal | NIH 3T3 STAT1-luciferase reporter, luminescence | inhibition, % at 5.5 µM | actives 0.35% (n = 200,000);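 active = inhibition above a set limit, the mean inhibition across all tested compounds plus 3 SD, cut at about 34% in these data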;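 note: 0% = IFN-gamma with DMSO and 100% = IFN-gamma with 300 µM nifuroxazide; values of inactives mirror those of a sister screen read the other way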
STAT3 act: increases IL-6 driven STAT3 reporter signal; AID 871; activation (% of control), % at 5.6 µM; actives 0.91% (n = 190,000); U3A cells, IL-6 STAT3-luciferase reporter, luminescence; 100% = signal with IL-6 EC80 alone;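 active = activation above the screen-wide mean of compound activation plus 3 SD, cut at about 130% in these data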;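 note: 0% = background luminescence of wells with medium and substrate only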
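Material: human U3A cells carrying STAT3-luciferase construct. Measured by: reporter luminescence signal. Timing: compound 1 h, then IL-6 6 h at 37 °C.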
Numbers without * were called inactive; . = no result given.

item	mol	TLR4 MyD88 comp	G6PDH CS	STAT1 activator	STAT3 blocker	Hsp70 act	Diaph inh CS	Diaphorase act	APP 5UTR inh	STAT1 blocker	STAT3 act
1	OCCN(Cc1ccccc1)Cc1ccc(Cl)cc1Cl	1.8	-2.4	110.9	-3.3	-0.4	16.0	0.8	0.0	-12.0	107.0
2	Cc1ccc(-c2nc(CCN3C(=O)c4ccccc4C3=O)cs2)cc1	-8.0	5.6	105.0	11.4	-0.3	9.5	0.9	-2.1	-5.6	98.9
3	Oc1ccc(Nc2nc(-c3cccs3)cs2)cc1	6.2	-1.2	91.0	11.4	-0.4	8.6	0.9	-14.0	10.2	93.4
4	c1ccc2c(c1)NC1(CCCCCC1)n1c-2nc2ccccc21	11.4	16.9	114.7	8.2	0.6	15.7	0.8	-18.2	-15.8	96.8
5	O=C(NC1CCCC1)C1C2C=CC3(CN(Cc4cccs4)C(=O)C13)O2 (centres undefined)	5.5	25.0	103.5	3.8	-0.2	7.0	0.9	2.0	-3.8	96.6
6	CCCCc1nnc(NC(=O)C2CC(=O)N(c3ccc(C)cc3)C2)s1 (centres undefined)	-10.9	3.2	106.4	-1.1	0.3	-5.6	1.1	8.4	-8.9	102.9
7	CCCCc1nc(Cl)c(C#N)c2c1CCCC2	-14.7	1.2	98.3	-7.3	-0.4	10.3	0.9	-24.1	2.0	104.0
8	O=C(c1ccc(Cn2c(=S)[nH]c3ccccc3c2=O)cc1)N1CCN(c2ccccn2)CC1	-11.7	-3.4	59.3	30.8	-0.2	25.8	0.7	-12.1	44.3*	79.4
9	c1ccc(-c2ccc3c(c2)c2c4n3CCN=C4CCC2)cc1	12.6	6.7	99.0	-1.2	0.0	6.8	0.9	-3.9	1.2	103.8
10	O=C(COc1cccc(F)c1)N[C@@H](Cc1ccccc1)c1nc2ccccc2[nH]1	-14.8	-6.9	97.5	2.5	-0.1	12.6	0.9	0.5	2.7	102.6
11	CCc1sc(NC(=O)CN2CCOCC2)nc1-c1ccccc1	-4.2	4.3	92.4	7.0	0.0	11.1	0.9	-1.3	8.2	93.6
12	C=CCn1c(CNC(=O)c2ccccc2F)nnc1SCc1nc2ccccc2c(=O)[nH]1	-1.0	3.3	104.3	2.8	0.0	8.2	0.9	7.1	-6.2	99.4
13	CCc1nc2c(cnn2-c2ccc(F)cc2)c(=O)n1-c1ccc(N2CCC(C)CC2)cc1	-5.5	-1.2	98.8	11.5	-0.1	18.0	0.8	9.8	1.3	94.5
14	CCCCOc1ccc(Cc2c(Cl)nc(SC)nc2N2CCOCC2)cc1	-12.1	-2.3	96.7	-2.4	-0.6	11.6	0.9	-3.2	3.7	100.1
15	S=C(Nc1ccccn1)Nc1ccccc1Cl	0.4	2.4	124.5	3.0	-0.2	-1.2	1	-23.4	-29.7	102.4
16	COc1ccc(-c2cc(C(F)F)n3ncc(C(=O)N4CCN(C)CC4)c3n2)cc1	2.4	9.6	97.2	0.0	0.1	8.4	0.9	8.1	3.0	103.1
17	COC(=O)c1cc(OC)c(OC)cc1NC(=S)N1CCN(c2ccccn2)CC1	-12.0	5.6	103.3	7.5	-0.2	-0.1	1	14.4	-5.7	99.5
18	O=C(O)CN(c1cccc(C(F)(F)F)c1)S(=O)(=O)c1ccccc1	2.7	7.5	93.8	6.9	0.1	14.2	0.9	-8.0	5.3	98.7
19	OC(CNCc1ccccc1)COCc1ccc(Cl)cc1 (centres undefined)	2.1	4.4	126.1	4.3	-0.1	5.0	0.9	-3.0	-25.7	100.6
20	Cc1ccc(NC2=C(CC(=O)O)C(c3ccccc3)N(c3ccc(C)cc3)C2=O)cc1 (centres undefined)	-0.3	0.1	101.0	-2.7	0.0	23.5	0.8	-19.0	-1.2	100.1
21	CCC1CO/C(=C(\C(Cl)=C(Cl)Cl)[N+](=O)[O-])N1 (centres undefined)	2.7	3.9	93.7	3.4	0.0	23.9	0.8	-1.5	6.3	99.0
22	CC1=C(C(=O)Nc2ccccc2C(F)(F)F)C(c2sccc2C)NC(=S)N1 (centres undefined)	-4.5	0.0	94.1	5.2	-0.2	-1.9	1	13.8	5.6	97.7
23	Cc1cccc(NC(=O)CN2C(=S)NC(C)(C)CC2C)c1C (centres undefined)	-8.8	-12.4	104.8	6.4	-0.5	1.6	1	9.9	-5.4	94.8
24	O=C1CN(C(=O)COC(=O)Cc2ccsc2)c2ccccc2N1	-2.7	4.0	104.1	1.3	-0.5	9.6	0.9	-0.2	-4.5	101.2
25	CC(c1ccccc1)n1c(Cn2ncc3ccccc3c2=O)n[nH]c1=S (centres undefined)	-2.6	14.9	92.6	9.7	0.0	15.3	0.8	-13.5	7.2	97.5
26	Cc1c(Cl)ccc2c1NC(=O)[C@]21[C@@H]2C(=O)N(Cc3ccccc3)C(=O)[C@@H]2[C@@H]2CCCN21	9.2	3.7	101.7	-42.8	-0.2	24.4	0.8	5.1	-1.8	141.0*
27	CN1CCc2nc(NC(=O)COc3ccc4ccccc4c3)sc2C1	-7.5	4.2	93.0	-6.7	-0.2	-25.9	1.3	8.1	5.6	114.4
28	NS(=O)(=O)c1cccc(NC(=O)COc2ncnc3c2cnn3-c2ccccc2)c1	-16.5	6.9	97.0	-5.1	-0.1	-2.1	1	-12.3	1.5	109.0
29	COc1ccccc1N1CCN(C(=O)CCCn2nc(C)c([N+](=O)[O-])c2C)CC1	-8.4	1.3	96.6	9.8	-0.2	1.9	1	3.8	1.6	97.5
30	COc1ccccc1NC(=O)c1ccc(COc2ccc3c(c2)CCC3)cc1	-9.4	-39.0	106.5	-6.1	0.1	19.4	0.8	-32.4	-7.2	103.9

One compound at a time, as listed above.
C=CCn1c(CNC(=O)c2ccccc2F)nnc1SCc1nc2ccccc2c(=O)[nH]1 reads TLR4 MyD88 comp = -1.0; G6PDH CS = 3.3; STAT1 activator = 104.3; STAT3 blocker = 2.8; Hsp70 act = 0.0; Diaph inh CS = 8.2; Diaphorase act = 0.9; APP 5UTR inh = 7.1; STAT1 blocker = -6.2; STAT3 act = 99.4
O=C1CN(C(=O)COC(=O)Cc2ccsc2)c2ccccc2N1 reads TLR4 MyD88 comp = -2.7; G6PDH CS = 4.0; STAT1 activator = 104.1; STAT3 blocker = 1.3; Hsp70 act = -0.5; Diaph inh CS = 9.6; Diaphorase act = 0.9; APP 5UTR inh = -0.2; STAT1 blocker = -4.5; STAT3 act = 101.2

Next section.
item	mol	TLR4 MyD88 comp	G6PDH CS	STAT1 activator	STAT3 blocker	Hsp70 act	Diaph inh CS	Diaphorase act	APP 5UTR inh	STAT1 blocker	STAT3 act
31	COc1cc(NS(=O)(=O)c2ccc(NC(=S)NC(=O)C(C)(C)C)cc2)nc(OC)n1	4.9	1.8	96.9	-0.7	-0.5	12.2	0.9	-2.8	1.0	101.5
32	O=C(Nc1cccc(F)c1)OC(CN1CCCCC1)C(F)(F)F (centres undefined)	1.2	4.8	102.5	-6.2	-0.1	11.7	0.9	-2.2	-2.8	106.0
33	CCOC(=O)c1c(C)n(C)c2ccc(OC)c(NC(=O)CN3CCSCC3)c12	5.5	-2.4	97.0	6.2	-0.2	20.2	0.8	-4.2	3.9	100.1
34	CS(=O)(=O)N1CCc2cc(C(=O)NC3CC3)ccc21	-14.1	5.7	99.0	-2.5	-0.3	11.7	0.9	-23.6	1.1	101.8
35	COc1ccc(Cn2nnnc2C(c2cccs2)N2CCN(c3ccccc3)CC2)cc1 (centres undefined)	-5.1	11.4	93.4	13.8	-0.4	-9.6	1.1	-4.1	7.3	93.6
36	CCc1ccc(C2NC(=S)NC3=C2C(=O)N(c2ccccc2OC)C(c2ccc(CC)cc2)N3)cc1 (centres undefined)	-6.5	6.3	95.3	-17.4	0.0	15.0	0.8	.	5.1	112.8
37	COc1ccc(-n2c(CCc3ccccc3)n[nH]c2=S)cc1	8.4	9.9	93.9	12.0	0.1	18.6	0.8	3.1	7.1	94.6
38	C/C(=N\NC(=O)C1COc2ccccc2O1)c1ccccn1 (centres undefined)	-1.1	0.6	108.8	12.5	0.4	11.0	0.9	44.9	-9.7	88.3
39	COc1cccc(-c2nn(-c3ccccc3)cc2CNC(C)Cn2cncn2)c1 (centres undefined)	1.6	6.4	98.5	25.5	0.0	-9.9	1.1	3.3	0.1	81.4
40	CC(Oc1ccc2ccc(=O)oc2c1)C(=O)c1ccccc1 (centres undefined)	-10.1	9.7	105.5	23.2	-0.1	-5.8	1.1	2.3	-6.2	79.2
41	CCC(C)C(NC(=O)OCc1ccccc1)C(=O)NC(Cc1ccc(O)cc1)C(=O)OC (centres undefined)	-0.5	16.7	108.0	3.4	0.1	11.0	0.9	13.5	-9.2	99.0
42	Clc1ccc(SCc2cc(-c3ccccc3)on2)cc1	-0.6	-8.3	98.2	12.0	-0.1	9.5	0.9	-6.7	2.0	94.8
43	Cc1occc1-c1nnc(SCC(=O)NC2CCCC2)n1-c1ccccc1	-12.1	7.5	104.7	-5.1	-0.2	5.4	0.9	-0.3	-5.1	104.1
44	CCn1ncc(CNC(=O)C2(C)CC2(Cl)Cl)c1C (centres undefined)	-2.4	4.2	100.0	-6.1	0.0	-6.9	1.1	-11.8	0.2	103.7
45	CS(=O)(=O)N1CCC(C(=O)Nc2ccc(OCc3ccccc3)cc2)CC1	6.4	-9.7	92.8	18.9	-0.1	13.1	0.9	1.3	7.8	87.6
46	CCC(=O)Nc1ccc(S(=O)(=O)N2CCCCC2)cc1OC	6.7	4.2	100.0	8.5	-0.2	-9.7	1.1	-5.9	0.1	97.7
47	O=C(N/N=C/c1ccncc1)C1CC1C(=O)N/N=C/c1ccncc1 (centres undefined)	2.5	8.2	100.2	3.5	-0.4	-14.4	1.1	3.0	-0.2	104.7
48	O=C(CCn1c(=O)oc2ccccc21)N1CCN(c2ccccc2Cl)CC1	-14.2	16.8	94.2	7.1	-0.1	4.5	1	-2.9	6.3	95.0
49	CCOC(=O)c1sc(-c2ccc(OC)cc2)cc1NC(C)=O	-4.0	-5.2	101.5	-2.6	0.1	5.9	0.9	-23.1	-1.6	100.0
50	COc1ccc(C)cc1S(=O)(=O)N(CC(=O)Nc1cccc([N+](=O)[O-])c1)c1ccccc1	7.6	-6.9	92.9	10.3	-0.3	20.1	0.8	3.3	7.8	90.2
51	CCCN1C(=O)c2cc(C(=O)Nc3ccc(OC)c(OC)c3)ccc2C1Nc1ccc(OC)c(OC)c1 (centres undefined)	7.9	2.0	84.8	8.7	-0.3	8.1	0.9	1.6	15.8	98.4
52	O=C(Nc1nccs1)c1cn(-c2ccccc2)nc1-c1ccccc1	4.8	6.6	98.9	24.8	-0.2	23.6	0.8	-1.4	1.2	80.8
53	COc1ccc2nc(SCCN(C)C)[nH]c2c1	2.2	10.1	97.9	3.4	-0.2	.	.	-14.2	2.1	102.1
